Assay outcomes (PubChem BioAssay)
Tb PYK inh – qHTS of Trypanosoma Brucei Inhibitors; pyruvate kinase (Trypanosoma brucei), Q57TT1; TbPYK enzyme, Kinase-Glo Plus ATP luminescence, 45 min; Potency, µM (series often up to 76.8 µM), for inactives: top-dose activity, negative = inhibition, most hits filed as inhibitors; actives 0.12% (n = 410,000); AID 624173, 2012; further: potency means the concentration at half of the fitted maximal effect; on the % scale 0 is the no-effect control and ±100 the full control effect; nearly all actives have a fitted effect of over 50% in size
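ADP (130 uM final) triggers the TbPYK reaction after compound addition; incubation is 45 min at room temperature. Kinase-Glo Plus is then added and luminescence imaged. Normalized data are fitted to concentration-effect curves.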
LmPK inhibitor – qHTS Assay for Inhibitors of Leishmania Mexicana Pyruvate Kinase (LmPK); Q27686; purified LmPK, Kinase-Glo ATP luminescence, 1 h; Potency, µM (top dose mostly 57.5 µM), for inactives: at the top dose activity change, negative = inhibition, hits mostly inhibitors; actives 0.37% (n = 290,000); further: potency means the concentration at half of the fitted maximal effect; on the % scale 0 is the no-effect control and ±100 the full control effect
Target sequence (Q27686 whole entry, looked up): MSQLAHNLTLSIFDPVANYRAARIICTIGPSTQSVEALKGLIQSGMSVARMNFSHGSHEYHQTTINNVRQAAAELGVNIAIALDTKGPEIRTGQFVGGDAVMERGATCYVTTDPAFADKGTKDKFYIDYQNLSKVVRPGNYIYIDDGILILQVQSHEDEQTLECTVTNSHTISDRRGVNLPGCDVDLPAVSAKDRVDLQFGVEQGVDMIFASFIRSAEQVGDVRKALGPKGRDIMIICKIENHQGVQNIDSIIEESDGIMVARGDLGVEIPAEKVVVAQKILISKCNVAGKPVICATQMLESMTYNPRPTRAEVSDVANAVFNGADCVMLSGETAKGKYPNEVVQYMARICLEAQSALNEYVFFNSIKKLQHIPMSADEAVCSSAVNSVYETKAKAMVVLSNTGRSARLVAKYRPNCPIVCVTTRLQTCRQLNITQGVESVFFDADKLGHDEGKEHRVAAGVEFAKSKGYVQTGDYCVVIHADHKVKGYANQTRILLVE
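Screened at intermediate enzyme activity to detect both inhibitors and activators: LmPK at 0.1 nM, with a 0.5 nM enzyme column as activation reference. PEP 0.5 mM, ADP 0.1 mM; ATP detected by luminescence after 1 h.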
AMA1 RON2 block – qHTS for Inhibitors of AMA1-RON; Towards Development of Antimalarial Drug Lead: Primary Screen | Plasmodium falciparum AMA1 (3D7) - RON2 peptide interaction | AlphaScreen AMA1-biotinylated RON2 peptide binding | Potency, µM (titrated, usually from 58.2 µM), without a hit: at the highest dose activity change, negative = inhibition, most hits filed as inhibitors | actives 0.2% (n = 360,000);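 further: potency means the concentration at half of the fitted maximal effect; 0% = vehicle wells and -100% = peptide control; nearly all actives have a fitted effect of over 45% in size; some results filed as inactive show a strong effect at the top dose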
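AMA1 (3D7) with his tag at 25 nM final met compounds first, then biotinylated RON2 peptide at 25 nM; detection used donor plus acceptor beads, 10 µg/mL apiece, read by AlphaScreen after 30 min at room temperature.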
Pf growth 48h – Primary qHTS for delayed death inhibitors of the malarial parasite plastid, 48 hour incubation; actives 5.9% (n = 310,000); P. falciparum luciferase growth in erythrocytes, 48 h; AID 504832, 2011; Potency, µM (titrated, usually from 28.7 µM), without a hit: top-dose activity change, negative = inhibition, usual class: inhibitors; further: potency means the concentration at half of the fitted maximal effect; on the % scale 0 is the no-effect control and ±100 the full control effect
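Erythrocytes infected with P. falciparum carrying an integrated firefly luciferase reporter (2% hematocrit, 0.1% parasitemia final) were exposed to compounds in RPMI 1640 with 0.5% Albumax at 37 C, 5% CO2. Growth inhibition was scored as reduced luminescence.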
Shiga toxin inh – A qHTS for Small Molecule Inhibitors of Shiga Toxin | actives 9.2% (n = 290,000) | Vero cells, Shiga toxin protein synthesis inhibition reporter | inhibition, % at 38.7 µM | AID 2315, 2010; in the data active means inhibition mostly above about 28%, no sharp cut-off; inactive means mostly below about 43%; further: 0% is about no effect
CHX counter – Cycloheximide Counterscreen for Small Molecule Inhibitors of Shiga Toxin; cell reporter, cycloheximide protein synthesis inhibition counterscreen; max response, %; actives 12% (n = 300,000); AID 2314, 2010; in the data active means max response mostly above about 13%, no sharp cut-off; inactive means mostly below about 14%; further: read at 38.3 µM for the half of the compounds with a filed dose; 0% is about no effect
Pf growth 96h – Primary qHTS for delayed death inhibitors of the malarial parasite plastid, 96 hour incubation. P. falciparum luciferase reporter growth, 96 h. Potency, µM (doses to about 28.7 µM), for inactives: at the top dose activity change, negative = inhibition, actives largely listed as inhibitors. actives 6.9% (n = 320,000). AID 504834, 2011; further: potency means the concentration at half of the fitted maximal effect; on the % scale 0 is the no-effect control and ±100 the full control effect
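Erythrocytes infected with luciferase-expressing P. falciparum were dispensed at 2% hematocrit and 0.05% parasitemia (final), then incubated with compounds 96 hours at 37 C in 5% CO2. Luminescence after detection reagent addition reported growth.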
* marks the source's active call; other numbers are inactive results; u = inconclusive; x = no result given; & = joins results of further samples; [ ] = remark or other dose. Unless noted, the call rests on the fitted dose curve; in most records, active means well fitted curve in the direction sought with a large enough effect; inconclusive means small, poorly fitted or top-dose-only effect, or another doubt; inactive means no such curve, though single readings can be large; an effect the other way counts as inactive or inconclusive.

Labels used below: A = Tb PYK inh; B = LmPK inhibitor; C = AMA1 RON2 block; D = Pf growth 48h; E = Shiga toxin inh; F = CHX counter; G = Pf growth 96h
COc1ccc(NC(=O)C23CC4CC(C2)CC(n2cnc(Br)n2)(C4)C3)c(OC)c1
  A = -6%	B = 1%	C = 1%	D = x	E = 6	F = -5	G = u
Cc1cc(Br)ccc1OCC(=O)NNC(=O)Cc1ccccc1
  A = 5%	B = 5%	C = 76%[activator]	D = 10%	E = -3	F = -2	G = 1%
Cc1ccc2c(c1)-c1[nH]c(=S)ncc1CS2
  A = -2%	B = -1%	C = 94%[activator]	D = -6%	E = -4	F = -4	G = 76%[activator]
Cc1ccc(SCc2[nH]nc3c2C2(C(=O)N(C)c4ccccc42)C(C#N)=C(N)O3)cc1 (centres undefined)
  A = 0%	B = 0%	C = 10%	D = -19%	E = -15	F = -2	G = 12%
O=C(NC(=S)Nc1ccc([N+](=O)[O-])cc1O)C1CCCCC1
  A = 4%	B = -2%	C = 104%[activator]	D = u	E = 10	F = 16	G = 4%
COCCNC(=O)C(c1cccs1)N(Cc1cccs1)C(=O)Cn1nnc2ccccc21 (centres undefined)
  A = 6%	B = 2%	C = -13%	D = -15%	E = 3	F = 11	G = -7%
C/C(=N\Nc1nccnc1Cl)c1c(F)c(F)c(F)c(F)c1F
  A = -3%	B = -1%	C = -7%	D = 5%	E = 29	F = 11	G = -7%
Cc1cccc(N2CCN(C(=O)c3ccc4c(c3)c(C)c(C)n4C)CC2C)c1 (centres undefined)
  A = -11%	B = 5%	C = u	D = -27%	E = 5	F = 2	G = 73%[activator]
Cc1ccc(C2CC(c3ccc(Cl)cc3)=NNC2=O)cc1 (centres undefined)
  A = 4%	B = 6%	C = -3%	D = 1%	E = 31	F = -4	G = x
COC(=O)c1ccc(/C=N/OCC(=O)NC2CCCCCCC2)cc1
  A = -2%	B = 5%	C = -18%	D = x	E = -5	F = 4	G = 15%
O=C(Nc1cccc(NC(=O)c2ccccc2F)c1)c1ccccc1
  A = -2%&-12%	B = 3%	C = -10%	D = 39%[activator]	E = 17	F = 9	G = 14%
COc1cccc(NC(=O)COC(=O)CCOc2ccccc2OC)c1
  A = 0%	B = -1%	C = 7%	D = 10%	E = -8	F = -1	G = 48%[activator]
Oc1c(CN2CCN(c3ccc(F)cc3)CC2)cc(Cl)c2cccnc12
  A = 0%	B = -3%	C = -27%	D = 1.9µM*	E = -9	F = -1	G = x
Cc1ccnc(NS(=O)(=O)c2ccc3ccccc3c2)n1
  A = 3%	B = 5%	C = 0%	D = -2%	E = x	F = -2	G = 4%
CC(NC(=O)C1CCC(CNc2c(N3CCCCC3)c(=O)c2=O)CC1)c1ccccc1 (centres undefined)
  A = -2%	B = 4%	C = 1%	D = 2%	E = -22	F = 0	G = -15%
Cc1cc(NC(=O)c2c(F)cccc2F)n(-c2nc3ccccc3[nH]2)n1
  A = -6%	B = -2%	C = 86%[activator]	D = 7.4µM*	E = 19	F = 3	G = -94%
COc1ccc(-n2nc(C(=O)NCC(=O)N3CCOCC3)c3ccccc3c2=O)cc1OC
  A = -3%	B = 8%	C = -1%	D = 31%	E = -8	F = -2	G = u
CC(=O)c1ccc(OCCCC(=O)Nc2cc(Cl)ccc2-n2cncn2)cc1
  A = -9%	B = 7%	C = 4%	D = 42%[activator]	E = -3	F = 1	G = u
COc1ccc(OCCSc2nc(C)nc3ccccc23)cc1
  A = 2%	B = 3%	C = u	D = u	E = 31	F = 43*	G = -17%
CCc1ccc(NC(=O)Cc2ccc(OC)cc2)cc1
  A = x	B = -1%	C = x	D = 49%[activator]	E = 41*	F = 28*	G = 112%[activator]
O=C(CSCc1c(Cl)cccc1Cl)NN=C1CCCC1
  A = -2%	B = -1%	C = 20%	D = -5%	E = -7	F = 4	G = 6%
COc1cccc(/C=N/NC(=O)CNC(=O)COc2ccccc2)c1O
  A = 0%	B = 7%	C = 97%[activator]	D = u	E = 32	F = 11	G = -36%
O=C(N/N=C/c1cccc(O)c1)c1ccc(COc2ccccc2Br)cc1
  A = -7%	B = 3%	C = 4%	D = 4%	E = 25	F = 10	G = u
N#CCSc1nc2ccc(N3CCCCC3)cc2c(=O)n1Cc1ccccc1
  A = -8%	B = 4%	C = 35%[activator]	D = u	E = 38*	F = 21*	G = x
COc1ccc(-n2ncc3c(NCc4ccco4)ncnc32)cc1
  A = -3%	B = 0%	C = 13%	D = 87%[activator]	E = 90*	F = 39*	G = 262%[activator]
COc1ccccc1/C=C/C(=O)NCC(=O)N/N=C(/C)c1ccc(Cl)cc1
  A = -5%	B = 8%	C = 88%[activator]	D = 18%	E = -3	F = 1	G = 21%
CCCCOC(=O)Cn1c(=N)n(CCN(CC)CC)c2ccccc21
  A = -1%	B = 2%	C = 14%	D = 20%	E = -17	F = -6	G = x
Cc1ccc(C(=O)N2N=C(c3ccc(NS(C)(=O)=O)cc3)CC2c2cccs2)cc1 (centres undefined)
  A = 3%	B = -2%	C = 0%	D = -3%[0.00184 µM]	E = -3	F = -7	G = u
O=C(c1ccc(S(=O)(=O)N2CCOCC2)cc1)N1CCN(S(=O)(=O)c2ccc(Cl)s2)CC1
  A = -3%	B = 10%	C = -1%	D = -4%	E = 15	F = -2	G = 10%
Cc1ccc2oc(-c3cccc(NC(=S)NC(=O)c4cccs4)c3)nc2c1
  A = -1%	B = -8%	C = 19%	D = 141%[activator]	E = 24*	F = 41*	G = -21%
COc1cc2c(cc1OC)CN(C(=O)CCNS(=O)(=O)c1ccccc1F)CC2
  A = 2%	B = -3%	C = 15%	D = -16%	E = -1	F = -3	G = u
Cc1ccc(S(=O)(=O)N2CCCC2C(=O)NCCc2nc3ccccc3[nH]2)cc1 (centres undefined)
  A = 0%	B = 1%	C = -16%	D = -5%	E = 5	F = -3	G = 2%
O=S(=O)(Nc1ccc2c(c1)OCCO2)c1c(F)cccc1F
  A = 0%	B = 3%	C = -5%	D = 10%	E = -3	F = -2	G = 9%
COc1ccccc1CNC(=O)COC(=O)Cc1ccc(Cl)cc1
  A = 4%	B = 6%	C = 4%	D = 15%	E = -18	F = 0	G = 50%[activator]
O=C(Nc1cccc(C(F)(F)F)c1)c1cccnc1N1CCN(CCO)CC1
  A = -3%	B = 4%	C = 6%	D = -5%	E = -6	F = -3	G = 27%
Cc1cc(NC(=O)c2noc3c2CCCCC3)no1
  A = -5%	B = -4%	C = 4%	D = 86%[activator]	E = 130*	F = 29*	G = 49%
COc1ccc(CCNC(=O)C2CC(c3cc(C(F)(F)F)cc(C(F)(F)F)c3)=NO2)cc1 (centres undefined)
  A = -3%	B = 0%	C = -4%	D = -9%	E = -2	F = -2	G = 7%
CCOC(=O)C(NS(=O)(=O)c1ccc(Br)cc1)C(C)C (centres undefined)
  A = 2%	B = 4%	C = -1%	D = 46%[activator]	E = 37	F = 6	G = x
CCN(C(=O)COC(=O)c1cc(Cl)ccc1OC)c1c(N)n(Cc2ccccc2)c(=O)[nH]c1=O
  A = -4%	B = x	C = -1%	D = u	E = x	F = x	G = u
Cc1ccccc1Oc1nc(-c2ccccn2)nc2ccccc12
  A = -3%	B = 0%	C = 55%[activator]	D = 1.9µM*	E = 46*	F = 39*	G = 0.93µM*
O=[N+]([O-])c1cccnc1S(=O)(=O)c1ccccc1
  A = -6%	B = -3%	C = 2%	D = u	E = 6	F = 14	G = 10µM*
FC(F)(F)c1ccc(N2CCN(c3ncnc4c3nnn4Cc3ccccc3Cl)CC2)cc1
  A = -2%	B = -4%	C = -1%	D = 0%	E = 15	F = 0	G = u
O=C(CCc1nnc(COc2ccccc2)o1)NCc1ccc(Cl)s1
  A = -6%	B = 1%	C = -16%	D = 59%[activator]	E = 13	F = 6	G = 15µM*
CC(C)Cc1nnc(NC(=O)CCC(=O)N2CCN(S(=O)(=O)c3ccccc3)CC2)s1
  A = 0%	B = 1%	C = -6%[11.6 µM]	D = -6%	E = -5	F = -1	G = u
NC(=O)c1cccn1Cc1cccc(Cl)c1
  A = 1%	B = -8%	C = -2%	D = x	E = 5	F = 0	G = u
CCc1ccc(N(C(=O)c2ccoc2C)C(C(=O)NC2CCCC2)c2ccc(OC)cc2)cc1 (centres undefined)
  A = 1%	B = -1%	C = -9%	D = u	E = -21	F = 7	G = u
CC1CCCC(NC(=O)COC(=O)Cc2cn3ccsc3n2)C1C (centres undefined)
  A = -4%	B = -1%	C = 22%	D = -8%	E = -9	F = -3	G = 17%
Cc1ccc(NC(=O)CSc2nnc(-c3ccco3)n2N)cc1F
  A = -5%	B = 0%	C = 14%	D = 25%	E = -3	F = -4	G = 25%
CC1CCc2[nH]c3ccc(C(=O)NCC4CCCO4)cc3c2C1 (centres undefined)
  A = -2%	B = x	C = -21%	D = 42%[activator]	E = x	F = x	G = 29%
O=C(c1nn(Cc2ccccc2)c(=O)c2ccccc12)N1CCN(c2ccccn2)CC1
  A = -2%	B = 3%	C = -11%	D = u	E = -24	F = -2	G = u
COc1ccc(C(=O)Nc2nc(C)c(C(C)=O)s2)cc1S(=O)(=O)N1CCOCC1
  A = 0%	B = x	C = -2%	D = -7%	E = x	F = x	G = u
O=C(Cc1cccs1)Nc1nc(-c2ccc(F)cc2F)cs1
  A = 1%	B = 6%	C = 0%	D = x	E = 53	F = 12	G = u
COc1ccc(C2C(C(C)=O)=C(O)C(=O)N2CCCn2ccnc2)cc1 (centres undefined)
  A = -2%	B = -4%	C = -7%	D = 51%[activator]	E = -21	F = -1	G = 110%[activator]

Gathered by group, the entries above containing an NH in an aromatic ring
Labels used below: A = Tb PYK inh; B = LmPK inhibitor; C = AMA1 RON2 block; D = Pf growth 48h; E = Shiga toxin inh; F = CHX counter; G = Pf growth 96h
Cc1ccc2c(c1)-c1[nH]c(=S)ncc1CS2
  A = -2%	B = -1%	C = 94%[activator]	D = -6%	E = -4	F = -4	G = 76%[activator]
Cc1ccc(SCc2[nH]nc3c2C2(C(=O)N(C)c4ccccc42)C(C#N)=C(N)O3)cc1 (centres undefined)
  A = 0%	B = 0%	C = 10%	D = -19%	E = -15	F = -2	G = 12%
Cc1cc(NC(=O)c2c(F)cccc2F)n(-c2nc3ccccc3[nH]2)n1
  A = -6%	B = -2%	C = 86%[activator]	D = 7.4µM*	E = 19	F = 3	G = -94%
Cc1ccc(S(=O)(=O)N2CCCC2C(=O)NCCc2nc3ccccc3[nH]2)cc1 (centres undefined)
  A = 0%	B = 1%	C = -16%	D = -5%	E = 5	F = -3	G = 2%
CCN(C(=O)COC(=O)c1cc(Cl)ccc1OC)c1c(N)n(Cc2ccccc2)c(=O)[nH]c1=O
  A = -4%	B = x	C = -1%	D = u	E = x	F = x	G = u
CC1CCc2[nH]c3ccc(C(=O)NCC4CCCO4)cc3c2C1 (centres undefined)
  A = -2%	B = x	C = -21%	D = 42%[activator]	E = x	F = x	G = 29%
